# GPR35 antagonists = GPR35 antagonists blocking zaprinast-driven arrestin recruitment, primary screen, imaging, U2OS, beta-arrestin-GFP, zaprinast agonist (AID 2058). U2OS GPR35 beta-arrestin-GFP translocation imaging, zaprinast antagonism; higher % means a stronger effect. one-dose inhibition, % at 10 µM; IC50 in µM for titrated hits. 290,000 compounds, 0.052% hits;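 active = inhibition of at least 50% with at least 30 cells and total cytoplasm GFP at most 10,000,000; inconclusive = under 30 cells or total GFP of 10,000,000 plus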
# RSV CPE inhibition = RSV antiviral activity via CPE protection, HEp-2 cells, primary 10 µM value included (AID 2391); HEp-2 cells, RSV-induced CPE inhibition; higher % means a stronger effect; CPE inhibition, % at 10 µM, or IC50 in µM where a hit was titrated; 310,000 compounds, 0.13% hits; in the data active = a potency from the dose series; inconclusive = CPE inhibition mostly from about 23% at the one dose, without a potency; inactive = the rest, 99 in 100 with CPE inhibition below about 21%; note: strong numbers were not always called active
# MgcRacGAP inhibition = MgcRacGAP GTPase-activating activity inhibitors, confirmation, biochemical, ADP Hunter fluorescence; MgcRacGAP-stimulated Rac1 GTP hydrolysis, ADP Hunter fluorescence; higher % means a stronger effect; GST-tagged Rac1 F28L mutant substrate; Rac GTPase-activating protein 1 (Homo sapiens); AID 624330, 2012; 340,000 compounds, 0.6% hits; inhibition, % at 30 µM; hits with a dose series show IC50 in µM;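 active = first-screen hits whose inhibition reached a set limit at any dose in the follow-up dose series; inconclusive = inhibition above the set first-screen limit but never retested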;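 note: fluorescence reports GDP produced by GAP-driven GTP hydrolysis; strong numbers were not always called active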
# GPR55 antagonists = GPR55 antagonists blocking LPI-driven arrestin recruitment, primary screen, imaging, U2OS, beta-arrestin-GFP, LPI agonist (AID 2013); G-protein coupled receptor 55 (Homo sapiens); U2OS GPR55 beta-arrestin-GFP translocation imaging, LPI antagonism; higher % means a stronger effect; inhibition, % at 10 µM; hits with a dose series show IC50 in µM; 290,000 compounds, 0.13% hits;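 active = spots per cell inhibited over 60%, with over 100 cells counted and total cytoplasm intensity under 500,000; inconclusive = wells with under 100 cells, flagged as likely toxic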;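 note: U2OS cells stably carrying GPR55 and arrestin-GFP stimulated by 5 µM LPI near EC80; imaged beta-arrestin-GFP aggregate spots per cell after agonist stimulation; plate controls were LPI-stimulated DMSO wells for no effect and DMSO wells without LPI for full effect; some results filed as inactive read as strong as hits; confirmed hits need IC50 under 10 µM and bright autofluorescent wells are also inconclusive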
# K1F lysis inhibition = inhibition of K1F phage lysis, E. coli UTI89, bacterial capsule biogenesis inhibitors, alamar blue (AID 488966); E. coli UTI89 K1F phage lysis, alamar blue, 2 h; higher % means a stronger effect; one-dose inhibition, % at 100 µM; IC50 in µM for titrated hits; 340,000 compounds, 0.02% hits;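 active = phage lysis inhibition, versus mean bacterial control, above a set limit; inconclusive = no clear call, values can overlap the other calls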;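 note: capsule biogenesis inhibitors block K1F phage lysis so surviving cells raise fluorescence; higher fluorescence means more inhibition of phage lysis; actives were called in the ten point dose series up to 300 µM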
# HIV fusion peptide = inhibitors of HIV fusion peptide binding, primary screen, biochemical, uHTS, fluorescence dequenching (AID 1986) | inhibition, % at 20 µM, or IC50 in µM where a hit was titrated | cell-free peptide binding, fluorescence dequenching, 30 min; higher % means a stronger effect | 290,000 compounds, 0.3% hits; in the data active = inhibition mostly above about 52%, no sharp cut-off; inactive = mostly below about 76%; note: some results filed as inactive read as strong as hits
# PhoP inhibition = inhibitors of PhoP regulon expression, primary screen, Salmonella Typhimurium, GFP reporter (AID 1863). S. Typhimurium PhoP-regulated promoter GFP reporter, 4 h; higher % means a stronger effect. inhibition, % at 50 µM; hits with a dose series show IC50 in µM. 300,000 compounds, 0.16% hits;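 active = inhibition over 29.93%, a cutoff 3 SD above the screen mean, later confirmed by dose response; inconclusive = inhibition over 29.93% but no dose response follow-up; inactive = inhibition at most 29.93% or unconfirmed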;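 note: 0% = low Mg2+ inducing control and 100% = high Mg2+ repressing control; strong numbers were not always called active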
# SV40 large T antigen = SV40 large T antigen inhibitors, biochemical (AID 1903) | SV40 large T antigen ATPase/helicase inhibition assay; higher % means a stronger effect | 310,000 compounds, 0.39% hits | inhibition, % at 20 µM, or IC50 in µM where a hit was titrated; in the data active = a potency from the dose series; inconclusive = inhibition mostly from about 32% at the one dose, without a potency; inactive = the rest, 99 in 100 with inhibition below about 32%; note: strong numbers were not always called active
# NS5 inhibitors = Dengue-2 NS5 methyltransferase inhibitors, primary screen, biochemical, confirmation dose response (AID 588689); Genome polyprotein (Dengue virus type 2 (strain 16681-PDK53)); 340,000 compounds, 0.3% hits; Dengue-2 NS5 methyltransferase capping enzyme assay, biochemical; higher % means a stronger effect; inhibition, % at 25 µM; hits with a dose series show IC50 in µM; in the data active = a potency from the dose series; inconclusive = inhibition above about 29% without an active follow-up result
# NS5 inhibitors pilot replicate = recorded beside NS5 inhibitors, whose call it bears; inhibition, %; measured here: pilot screen replicate inhibition
# Numbers without * were called inactive; ? = inconclusive; . = not tested or not shown; [ ] = remark or other dose.
SMILES,GPR35 antagonists,RSV CPE inhibition,MgcRacGAP inhibition,GPR55 antagonists,K1F lysis inhibition,HIV fusion peptide,PhoP inhibition,SV40 large T antigen,NS5 inhibitors,others
O=C(Nc1ccccc1F)Nc1cccc2ccc(O)cc12,3%,14%,26%,3%,0.2%,2.1%,5%,19%,25%,
COc1ccc(C(C(=O)NC2CCCCC2)N(C(=O)c2snc(C(N)=O)c2N)c2ccc(OC)cc2OC)cc1 (centres undefined),-4%,8.7%,9%,-6%,-0.4%,-1.3%,-2%,10%,0%,
O=C(OCc1nc2ccccc2s1)c1cccc(S(=O)(=O)N2CCOCC2)c1,-3%,1.7%,12%,-7%,1.9%,0.4%,-9%,13%,5%,
COc1ccc(NC(=O)NC2CCCCCCC2)cc1,0%,?,8%,7%,0.2%,0.4%,-9%,19%,-3%,
O=C(CSc1nnnn1-c1ccccc1)N1CCNC1=O,9%,1.8%,6%,10%,-8.4%,1.4%,-3%,19%,4%,
CCOC(=O)CNc1nc(C(C)(C)C)nc2c1nnn2Cc1ccccc1Cl,7%,5.5%,-6%,11%,0.8%,-0.7%,8%,-4%,6%,
CC(=O)NC1=NN(C(C)=O)C2(CCCCC2)S1,-12%,-0.4%,14%,-4%,1.1%,2.7%,3%,1%,-3%,
O=C(CNC(=S)NC(=O)c1ccc(Cl)cc1)c1ccccc1,3%,-0.2%,8%,6%,2.4%[50 µM],-1.2%,3%,0%,-3%,
Cc1cc(NC(=O)Nc2ccc(F)cc2F)n(C)n1,1%,5.8%,12%,-7%,-0.1%,-0.7%,3%,9%,5%,
CC(=O)N=c1sccn1CC(O)c1ccccc1 (centres undefined),-7%,1.9%,7%,-3%,0.2%,-1.6%,-5%,5%,1%,
c1ccc(C2CC(c3ccccc3)n3c(nc4ccccc43)N2)cc1 (centres undefined),2%,0.5%,11%,-13%,1.0%[50 µM],-0.4%,21%,13%,-2%,
Cc1ccc(-c2nnn(CC(=O)N(c3ccccc3F)C(C(=O)NC3CCCC3)c3ccncc3)n2)o1 (centres undefined),0%,0.1%,5%,1%,0.3%,1.5%,7%,5%,6%,
CN(Cc1ccccc1)S(=O)(=O)c1ccc(OCC(=O)Nc2cccc([N+](=O)[O-])c2)cc1,42%,2.1%,6%,1%,1.4%[50 µM],2.0%,5%,-3%,-4%,
Nc1c(NCc2ccccc2)c2ccccc2oc1=O,12%,0.4%,7%,-2%,-2.5%,-4.1%,12%,5%,-10%,
CC1(C)CC2CC(C)(CN2C(=O)c2cccs2)C1 (centres undefined),25%,0.3%,-1%,-5%,0.4%,-1.8%,2%,3%,-2%,
O=C(CSc1nccc(=O)[nH]1)Nc1cccc2ccccc12,-4%,2.0%,8%,12%,0.1%,0.5%,-4%,10%,-8%,
O=c1ccn(Cc2ccc(F)cc2)c2ccnc(C(F)(F)F)c12,4%,3.1%,-2%,7%,3.1%[50 µM],-0.5%,4%,1%,-6%,
CN1CN(C)c2cccc3cccc1c23,13%,1.7%,?,11%,0.9%,6.5%,1%,74µM*,4%,
COc1cc(C(=O)N2CCN(c3ccccc3O)CC2)ccc1OCC(=O)N1CCOCC1,.,2.2%,1%,.,0.8%[50 µM],.,.,.,-11%,
CCCn1c(=O)c2ccccc2n2c(SCc3c(C(=O)OCC)oc4ccccc34)nnc12,-4%,0.9%,10%,9%,0.1%,-0.3%,7%,1%,-7%,
COc1ccc(/C=C/C(=O)O)cc1S(=O)(=O)NC1CCS(=O)(=O)C1 (centres undefined),-3%,5.1%,2%,-6%,-1.3%,2.9%,4%,6%,-8%,
COc1ccc(CCN(Cc2ccccn2)C(=S)Nc2cccc(C)c2)cc1OC,-7%,2.0%,0%,6%,0.0%,0.7%,0%,12%,1%,
CC(C)CCNC(=O)c1onc(CSc2ccc(Cl)cc2)c1C(=O)NCCC(C)C,-14%,-1.9%,11%,8%,2.2%,-1.0%,-4%,12%,-2%,
COc1ccc(C=O)cc1COc1c(F)c(F)cc(F)c1F,-8%,5.0%,4%,-4%,0.6%,-0.5%,3%,21%,-6%,
COc1ccc(Cl)cc1S(=O)(=O)N1CCN=C1c1ccccc1,0%,0.1%,3%,0%,0.2%,0.3%,7%,-2%,-5%,

# Looked up by structure from above, seven records:
SMILES,GPR35 antagonists,RSV CPE inhibition,MgcRacGAP inhibition,GPR55 antagonists,K1F lysis inhibition,HIV fusion peptide,PhoP inhibition,SV40 large T antigen,NS5 inhibitors,others
CC(=O)N=c1sccn1CC(O)c1ccccc1 (centres undefined),-7%,1.9%,7%,-3%,0.2%,-1.6%,-5%,5%,1%,
CCCn1c(=O)c2ccccc2n2c(SCc3c(C(=O)OCC)oc4ccccc34)nnc12,-4%,0.9%,10%,9%,0.1%,-0.3%,7%,1%,-7%,
c1ccc(C2CC(c3ccccc3)n3c(nc4ccccc43)N2)cc1 (centres undefined),2%,0.5%,11%,-13%,1.0%[50 µM],-0.4%,21%,13%,-2%,
O=C(CSc1nnnn1-c1ccccc1)N1CCNC1=O,9%,1.8%,6%,10%,-8.4%,1.4%,-3%,19%,4%,
Cc1cc(NC(=O)Nc2ccc(F)cc2F)n(C)n1,1%,5.8%,12%,-7%,-0.1%,-0.7%,3%,9%,5%,
CN1CN(C)c2cccc3cccc1c23,13%,1.7%,?,11%,0.9%,6.5%,1%,74µM*,4%,
COc1ccc(NC(=O)NC2CCCCCCC2)cc1,0%,?,8%,7%,0.2%,0.4%,-9%,19%,-3%,

# (list continues)
SMILES,GPR35 antagonists,RSV CPE inhibition,MgcRacGAP inhibition,GPR55 antagonists,K1F lysis inhibition,HIV fusion peptide,PhoP inhibition,SV40 large T antigen,NS5 inhibitors,others
CCCN1Cc2cccc(C(=O)NC(C)c3cccs3)c2C1=O (centres undefined),8%,3.3%,4%,-1%,0.3%,0.0%,-8%,21%,-5%,
O=C(c1ccccc1)c1nn(-c2cccc(Cl)c2)ccc1=O,-4%,1.2%,.,-8%,.,-0.3%,1%,4%,.,
CC(Oc1cc2oc(=O)c3c(c2cc1Cl)CCC3)C(=O)NCCCN1CCCC1=O (centres undefined),8%,0.3%,-3%,-16%,-0.3%,-0.2%,-2%,4%,-2%,
CCCn1c(=O)n(C)c(=O)c2c(SCC(=O)NCc3ccco3)nc(C3CC3)nc21,-4%,0.3%,6%,-1%,0.7%,-1.0%,18%,27%,-1%,
CCC1CC2CC(NC(C)=O)C1C2 (centres undefined),17%,1.2%,3%,11%,5.3%,-1.0%,9%,-17%,-1%,
CCC/C=N/Nc1nnc(Cc2ccc(OC)c(OC)c2)c(=O)[nH]1,-2%,0.8%,6%,5%,0.0%,-2.3%,17%,1%,3%,
COc1ccc(C2N3CC4(C)CN2CC(C)(C3)C4O)cc1OC (centres undefined),10%,0.9%,6%,7%,2.6%,-1.8%,13%,5%,-6%,
O=C(NC(c1ccccc1)c1ccccc1)C1CCCC1,8%,1.4%,10%,0%,3.4%,-0.6%,-8%,-3%,1%,
NC(=O)CC(NC(=S)NCc1ccccc1)C(=O)O (centres undefined),5%,2.0%,8%,-13%,0.7%,-3.5%,-7%,7%,-7%,
CCC1(C)Cc2c(sc3c2c(=O)n(C)c2nnc(SCC(=O)c4ccccc4)n32)CO1 (centres undefined),.,1.0%,18%,.,0.5%,.,.,.,-10%,NS5 inhibitors pilot replicate=0.8
CN(C)S(=O)(=O)c1ccc2c(c1)nc(CCC(=O)NCC1CCCCC1)n2C,-12%,1.2%,4%,3%,0.2%,-3.1%,-8%,12%,0%,
CCOC(=O)C(NCCc1ccc(F)cc1)(NC(=O)CC)C(F)(F)F (centres undefined),9%,0.7%,11%,11%,3.4%,2.6%,-5%,16%,-1%,
CCOC(=O)c1[nH]c2cc(OC)c(OC)cc2c1NC(=O)CCN1CCSCC1,-8%,.,14%,4%,-0.8%,-1.2%,-2%,11%,-3%,
CCCCC12CN3CCN(CC(C3)/C1=N\NC(=O)c1ccccc1N)C2,-10%,1.2%,1%,-2%,1.4%[50 µM],-0.2%,5%,13%,-1%,
CCOC(=O)c1ccccc1NC(=O)COC(=O)c1ccc(C)c(S(=O)(=O)N2CCOCC2)c1,9%,2.4%,2%,-4%,-0.7%,0.0%,-11%,-1%,-6%,
O=C(CC1Sc2ccccc2NC1=O)Nc1ccccc1[N+](=O)[O-] (centres undefined),-19%,0.1%,1%,2%,3.5%,1.4%,15%,15%,-1%,
C=C1CCC2[C@](C)(CO)[C@H](O)CC[C@@]2(C)[C@@H]1C/C=C1\C(=O)OC[C@H]1O (some centres undefined),.,.,-3%,.,0.1%,.,4%,8%,-13%,
Cc1noc(C)c1COc1cccc(C(=O)NC(C)(C)C)c1,5%,0.6%,-8%,-5%,0.1%,-1.0%,-1%,0%,6%,
CCN(CC)C(=O)c1sc(NC(=O)c2ccc(Br)o2)c(C(=O)OC)c1C,12%,1.2%,7%,9%,0.5%,2.3%,-6%,4%,-1%,
O=C(COc1ccc2c(c1)CCC2)Nc1ccccn1,.,-1.2%,6%,.,1.5%[50 µM],.,-5%,10%,-1%,
Cc1ccc(N2CCN(/N=C/C=C/c3ccccc3)CC2)cc1,8%,0.4%,7%,8%,0.4%,1.3%,-2%,4%,-3%,
Cc1ccc(C(NC(=O)N2CC(C)OC(C)C2)C(Cl)Cl)cc1F (centres undefined),-6%,1.5%,6%,-8%,3.4%,0.5%,-5%,2%,-4%,
Cn1c(CNc2cccc(Cl)c2)nnc1SCC#N,-6%,1.1%,8%,19%,0.5%,-0.8%,0%,0%,-10%,
CCOC(=O)c1cnc(-n2nc(C)cc2C)nc1Oc1ccccc1F,-9%,.,.,-3%,.,-0.6%,1%,28%,.,

# Source: PubChem
